NFkB SMM: binders of NF-kB p50 subunit, primary screen, biochemical, small molecule microarray, anti-His fluorescence; Nuclear factor NF-kappa-B p105 subunit (Homo sapiens), P19838; anti-His fluorescence binding; calls only; hit rate 1.3% among 17,000;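 active = spot fluorescence over background significantly raised, with a chance value under 7% in all four replicate spots of the compound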;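 note: probe protein is his-tagged human p50 processed subunit at 1 µg/ml; raw spot fluorescence signals with no normalization applied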
Target sequence (P19838 1-433 limits assumed): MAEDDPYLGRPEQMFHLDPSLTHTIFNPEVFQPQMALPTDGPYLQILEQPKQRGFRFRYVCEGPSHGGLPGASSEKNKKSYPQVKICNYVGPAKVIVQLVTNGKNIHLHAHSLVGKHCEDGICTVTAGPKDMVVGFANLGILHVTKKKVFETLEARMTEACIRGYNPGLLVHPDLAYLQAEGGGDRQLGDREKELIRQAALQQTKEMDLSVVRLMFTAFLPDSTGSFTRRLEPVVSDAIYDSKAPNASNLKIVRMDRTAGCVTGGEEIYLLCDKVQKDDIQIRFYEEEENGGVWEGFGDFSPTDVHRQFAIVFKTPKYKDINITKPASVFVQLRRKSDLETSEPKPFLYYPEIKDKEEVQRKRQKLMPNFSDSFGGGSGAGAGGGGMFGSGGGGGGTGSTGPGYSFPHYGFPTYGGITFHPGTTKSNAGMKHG
Calls only; i = inactive; + = active, no number.

A first look:
SMILES	NFkB SMM
C[C@]12CCC(=O)C=C1CC[C@@H]1[C@@H]2C(=O)C[C@]2(C)C(=O)CC[C@@H]12	i
CCOC(=O)[C@@H]1[C@@H]2NC(=O)N(C)[C@@]1(C)Oc1ccccc12	i

Results, previewed entries included:
SMILES	NFkB SMM
C[C@]12CCC(=O)C=C1CC[C@@H]1[C@@H]2C(=O)C[C@]2(C)C(=O)CC[C@@H]12	i
CCOC(=O)[C@@H]1[C@@H]2NC(=O)N(C)[C@@]1(C)Oc1ccccc12	i
COc1ccc(C(=O)O[C@H]2CC[C@@]3(C)[C@@H]4CC[C@H]5[C@]6(O)C[C@H](O)[C@@]7(O)[C@@H](CN8C[C@@H](C)CC[C@H]8[C@@]7(C)O)[C@]6(O)C[C@@]53O[C@]24O)cc1OC	i
C[C@@H]1CCOC(=O)C=CC=CC(=O)O[C@@H]2C[C@H]3O[C@@H]4C=C(CO)CC[C@]4(COC(=O)[C@H]1O)[C@]2(C)[C@]31CO1	i
C[C@H]1CC[C@@H]2[C@@H](C)[C@H]3[C@H](C[C@H]4[C@@H]5CC=C6C[C@@H](O[C@@H]7O[C@H](CO)[C@H](O)[C@H](O[C@@H]8O[C@H](CO)[C@@H](O)[C@H](O)[C@H]8O)[C@H]7O[C@@H]7O[C@@H](C)[C@H](O)[C@@H](O)[C@H]7O)CC[C@]6(C)[C@H]5CC[C@]34C)N2C1	i
COC1=CC(=O)O[C@@H](CCc2ccc3c(c2)OCO3)C1	i
O=c1cccc2n1CC1CNCC2C1 (centres undefined)	i
CC(C)C1(NC(=O)C2CC3c4cccc5[nH]cc(c45)CC3N(C)C2)OC2(O)C3CCCN3C(=O)C(Cc3ccccc3)N2C1=O (centres undefined)	i
COc1cc2c(cc1O)C(CCc1ccc(Cl)cc1)N(C)CC2 (centres undefined)	i
Cc1[nH]c2ccc(Cl)cc2c1C1=CCNCC1	i
CN1C(CC(O)c2ccccc2)CCCC1CC(O)c1ccccc1 (centres undefined)	i
COC1=C[C@@H]2C3=C([C@@H]2C1=O)[C@@H](NC(C)=O)CCc1cc(OC)c(OC)c(OC)c13	i
Clc1ccc(C2=CCCC3CCC2N3)cn1 (centres undefined)	i
Cc1cccc(NC(=O)Cn2cc(C(=O)c3ccccc3)c3ccccc32)c1C	i
CC1=C[C@H]2[C@]3(O)[C@H](C)[C@@H](O)[C@@]4(O)[C@H]([C@@H]3C=C(CO)C[C@]2(O)C1=O)C4(C)C	i
OC(c1ccccc1)(c1ccccc1)C1CCNCC1	i
CO[C@H]1[C@H](O)[C@H](O[C@H]2CC[C@]3(C)C4CC[C@]5(C)C(C6=CC(=O)OC6)CC[C@]5(O)C4CC[C@@H]3C2)O[C@@H](C)[C@@H]1O (some centres undefined)	i
COc1cc2c(cc1OC)[C@@]13CCN4CC5=CCO[C@H]6CC(=O)N2[C@H]1[C@H]6[C@H]5C[C@H]43	i
CN1CC(C(=O)N[C@]2(C)O[C@@]3(O)[C@@H]4CCCN4C(=O)[C@H](Cc4ccccc4)N3C2=O)C=C2c3cccc4[nH]cc(c34)C[C@H]21 (some centres undefined)	+
C=C[C@@H]1C2=CCOC(=O)C2=CO[C@H]1O[C@@H]1O[C@H](CO)[C@@H](O)[C@H](O)[C@H]1O	i

Copied from above (two entries):
SMILES	NFkB SMM
C[C@]12CCC(=O)C=C1CC[C@@H]1[C@@H]2C(=O)C[C@]2(C)C(=O)CC[C@@H]12	i
CCOC(=O)[C@@H]1[C@@H]2NC(=O)N(C)[C@@]1(C)Oc1ccccc12	i

Continued:
SMILES	NFkB SMM
COc1ccc(OC)c(NC(=S)NCCc2cnc[nH]2)c1	i
Cc1cc(O)cc2oc(=O)c3c(O)cc(O)cc3c12	i
CN1CCN(C(=O)CN=[N+]=[N-])CC1	i
CCOC(=O)[C@@H]1[C@@H]2NC(=S)N(C)[C@@]1(COCc1ccc(OC)cc1)Oc1ccccc12	i
CCCCCCCCCCCCCC(=O)O[C@@H]1[C@@H](C)[C@@]2(O)[C@@H](C=C(CO)C[C@]3(O)C(=O)C(C)=C[C@@H]23)[C@@H]2C(C)(C)[C@]12OC(C)=O	i
CN(C)C(=O)Oc1cc(OC(=O)N(C)C)cc(C(O)CNC(C)(C)C)c1 (centres undefined)	i
CC(C)(C)c1o[nH]c(=O)c1CC(N)C(=O)O (centres undefined)	i
Cc1c(O)c(C(=O)O)c(O)c2c1[C@H](C)[C@@H](C)OC2=O	i
O=c1cccc2n1C[C@H]1CNCC2C1	i
NC(=NCCc1ccc(I)cc1)SCCCc1cnc[nH]1	i
CN1C[C@@H](NS(=O)(=O)N(C)C)C[C@@H]2c3cccc4c3c(cn4C)C[C@H]21	i
CN1CCC2=C[C@H](O)[C@H]3OC(=O)c4cc5c(cc4[C@H]3[C@@H]21)OCO5	i
CN1[C@@H]2CC[C@H]1CC(OC(=O)C1C=Nc3ccccc31)C2 (some centres undefined)	i
CCCCC/C=C/C/C=C/C/C=C/C/C=C/CCCC(=O)NCCCC(=O)O	i
COc1cc(O)c(C(=O)O)c(-c2cc(O)c(O)cc2C)c1	i
CC(C)=CC1C(C(=O)OCc2coc(Cc3ccccc3)c2)C1(C)C (centres undefined)	i
CN1CCc2cc(Cl)c(O)cc2[C@H]2c3ccccc3CC[C@@H]21	i
CC[C@H]1CN2CCC1C[C@H]2[C@H](O)c1ccnc2ccc(OC)cc12 (some centres undefined)	i
CCCN1CCC[C@@H]2Cc3nc(N)ncc3C[C@H]21	i
O=C(O)c1nn(Cc2ccc(Cl)c(Cl)c2)c2ccccc12	i
C[C@]12C=CC(=O)C=C1CCC1C2CC[C@]2(C)C(=O)CCC12 (some centres undefined)	i
C[C@]12CC[C@@H](O)C[C@@H]1CC[C@@H]1[C@@H]2CC[C@]2(C)[C@@H](C(=O)CO)CC[C@@H]12	i
CCCCC/C=C\C/C=C\C/C=C\C/C=C\CCCC(=O)NCc1ccc(O)c(OC)c1	i
CCC1(C)CC(=O)NC(=O)C1	i
CC(=O)OCC(=O)[C@H]1CC[C@H]2[C@@H]3CC[C@H]4C[C@H](O)CC[C@]4(C)[C@H]3C(=O)C[C@]12C	i
C/C=C1/CN2C3CC1C(CO)C2Cc1c3[nH]c2ccc(OC)cc12 (centres undefined)	i
COc1ccc2c(c[n+](C)c3c4cc5c(cc4ccc23)OCO5)c1OC	i
CCC[C@H]1C[C@H]2OC(=O)c3c(cc(OC)c(OC)c3O)[C@H]2O1	i
C(=C\c1ccccc1)/CN1CCN(CCOC(c2ccccc2)c2ccccc2)CC1	i
O=C1NC(=O)c2c1c1c3ccccc3n3c1c1c2c2ccccc2n1C1CCC3O1	i
OC12C3C4CC5C6C4C1C6C(C53)N2CCc1cccc(F)c1 (centres undefined)	i
CCOc1cncc(/C=C/CCNC)c1	i
COC1=CC(=O)O[C@@H](CCc2ccccc2)C1	i
C=C(C)[C@@H]1CCC(C)=C[C@H]1c1c(OC)cc(C)cc1OC	i
C[C@@H]1O[C@@H](O[C@@H]2C=C3CC[C@@H]4C(CC[C@]5(C)[C@@H](c6ccc(=O)oc6)CC[C@]45O)[C@@]3(C)CC2)[C@H](O)[C@H](O)[C@H]1O (some centres undefined)	i
COc1ccc(-c2cc(=O)c3c(OC)c(OC)c(OC)cc3o2)cc1	i
N#CC(O[C@@H]1O[C@H](CO)[C@@H](O)[C@H](O)[C@H]1O)c1ccccc1 (some centres undefined)	i
Oc1ccc2c3c1OC1c4[nH]c5c(c4CC4(O)C(C2)N(CC2CC2)CCC314)CC1(O)C2Cc3ccc(O)c4c3C1(CCN2CC1CC1)C5O4 (centres undefined)	i
CC(C)[C@H]1C(=O)O[C@H](C(C)C)C(=O)N(C)[C@@H](C(C)C)C(=O)O[C@H](C(C)C)C(=O)N(C)[C@@H](C(C)C)C(=O)O[C@H](C(C)C)C(=O)N1C	i
C/C=C(/C)C(=O)O[C@H]1C(C)=C2[C@H]([C@@H]1OC(=O)CCCCC)[C@@](C)(OC(C)=O)C[C@H](OC(=O)CCC)[C@@]1(O)[C@H]2OC(=O)[C@@]1(C)O	i
COc1ccc(C(=O)OC2C[C@H]3CC[C@H](C2)N3C)cc1OC (some centres undefined)	i
CCC1C2CC[N+]3([O-])CCC4(C(=C2C(=O)OC)Nc2c(OC)cccc24)C13 (centres undefined)	i
COC(=O)N1CCN(C(=O)Cc2ccc(Cl)c(Cl)c2)C(CN2CCCC2)C1 (centres undefined)	i
COC[C@H]([C@@H](O)[C@@H](O)C(=O)NCC[C@@H](C)c1nc(/C=C/C[C@H]2OC3(C[C@H](O)[C@H]2C)OC([C@@H](C[C@@H](O)[C@@H](C)[C@@H](O)[C@@H](C)/C=C(C)/C(C)=C/C=C/C(C)=C\C#N)OC)[C@@H](OP(=O)(O)O)C3(C)C)co1)N(C)C (some centres undefined)	i
Cc1ccc2c(c1)Cc1c(C(=O)NN3CCCCC3)nn(-c3ccc(Cl)cc3Cl)c1-2	i
C=CC1C[N+]2([O-])CCC1CC2C(O)c1ccnc2ccccc12 (centres undefined)	i
CC(C)=CCCN1CCC(NC(=O)[C@](O)(c2ccccc2)C2CCCC2)CC1	i

Fetched by structure from the entries so far, seven records:
SMILES	NFkB SMM
COc1ccc(-c2cc(=O)c3c(OC)c(OC)c(OC)cc3o2)cc1	i
CN1CCc2cc(Cl)c(O)cc2[C@H]2c3ccccc3CC[C@@H]21	i
CN1CC(C(=O)N[C@]2(C)O[C@@]3(O)[C@@H]4CCCN4C(=O)[C@H](Cc4ccccc4)N3C2=O)C=C2c3cccc4[nH]cc(c34)C[C@H]21 (some centres undefined)	+
C[C@@H]1CCOC(=O)C=CC=CC(=O)O[C@@H]2C[C@H]3O[C@@H]4C=C(CO)CC[C@]4(COC(=O)[C@H]1O)[C@]2(C)[C@]31CO1	i
OC(c1ccccc1)(c1ccccc1)C1CCNCC1	i
C=C[C@@H]1C2=CCOC(=O)C2=CO[C@H]1O[C@@H]1O[C@H](CO)[C@@H](O)[C@H](O)[C@H]1O	i
CC(C)C1(NC(=O)C2CC3c4cccc5[nH]cc(c45)CC3N(C)C2)OC2(O)C3CCCN3C(=O)C(Cc3ccccc3)N2C1=O (centres undefined)	i

High-throughput results deposited in PubChem BioAssay by Broad Institute.

Not all compounds are listed; count on the stated rates, not on these rows.
